High-throughput results from PubChem.
KLF5 inh – KLF5 expression inhibitors, primary screen, DLD-1 cells, luminescence; DLD-1 KLF5 promoter-luciferase reporter; inhibition, % at 5 µM; hit rate 0.23% among 290,000;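 active = inhibition above a per-plate limit of that plate's mean compound inhibition plus 3 SD, cut at about 60% in these data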;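 note: 0% = DMSO wells and 100% = LY294002 at 200 µM; higher means less KLF5 promoter-driven luciferase light; inactives centre near -14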
IEC-6 cytotox – cytotoxicity in IEC-6 intestinal epithelial cells, primary screen, cytotoxicity control for KLF5 inhibitor project, cell-based, luminescence. inhibition, % at 5 µM. AID 1825, 2009. hit rate 0.78% among 290,000. IEC-6 cytotoxicity, luminescence viability; in the data active = inhibition above about 22%;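 note: 0% = plate median of test compound wells and 100% = cytotoxic reference compound wells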
Platelet DG rel – inhibitors of platelet dense granule secretion, primary screen, cell-based, MLPCN, human platelets. AID 1663, 2009. inhibition, %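 (compounds screened at 7.5 µM in platelet-rich plasma)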. human platelet-rich plasma, SFLLRN dense granule ATP release, luminescence. hit rate 0.22% among 300,000;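 active = mean replicate score, as percent of positive control, at or above 50; inconclusive = mean below 50 but at least one replicate at or above 50; inactive = mean and every replicate below 50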
HSF1 inhib – HSF1 inhibitors in luciferase reporter cells, primary screen, cell-based, NIH3T3, luminescence | hit rate 0.77% among 300,000 | activity change, negative = inhibition, % at 7.5 µM (by protocol) | NIH3T3-HGL HSE-luciferase, MG132-induced, luminescence 8 h; hits give low values;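 active = more than half of replicate wells show activity change below -50%, luminescence cut by over half; inconclusive = some wells, but at most half, below -50%; inactive = no replicate well below -50%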;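 note: luciferase reports HSF-1 transcriptional activity via heat shock element; 0% = median of DMSO wells and -100% = zero luminescence signal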
aSyn 5UTR inh – MLPCN primary screen, SNCA 5' untranslated region. alpha-synuclein 5'UTR reporter, inhibitor activity. inhibition, % (tested at 7.5 µM). hit rate 0.82% among 300,000. AID 1813, 2009; in the data active = inhibition above about 60%; inconclusive = no clear call, values can overlap the other calls;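 note: H4 neuroglioblastoma cells stably carrying SNCA 5'UTR luciferase fusion; 0% = DMSO wells and 100% = positive control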
GSK3beta inhib – human GSK3beta kinase inhibitors, primary screen, biochemical, cell-free homogeneous, HTS; hit rate 0.038% among 300,000; Glycogen synthase kinase-3 beta (Homo sapiens), P49841; AID 2097, 2009; GST-GSK3beta kinase, ADP-Glo luminescence, 60 min; hits give low values; activity score (negative = inhibition), % at 10 µM;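 active = more than half of replicate wells score below -50%, meaning over 50% inhibition versus plate controls; inconclusive = some replicates but at most half score below -50%; inactive = no replicate scores below -50%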;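 note: 0% = median DMSO wells and -100% = median GW8510 positive control wells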
Target sequence (P49841 whole entry, looked up): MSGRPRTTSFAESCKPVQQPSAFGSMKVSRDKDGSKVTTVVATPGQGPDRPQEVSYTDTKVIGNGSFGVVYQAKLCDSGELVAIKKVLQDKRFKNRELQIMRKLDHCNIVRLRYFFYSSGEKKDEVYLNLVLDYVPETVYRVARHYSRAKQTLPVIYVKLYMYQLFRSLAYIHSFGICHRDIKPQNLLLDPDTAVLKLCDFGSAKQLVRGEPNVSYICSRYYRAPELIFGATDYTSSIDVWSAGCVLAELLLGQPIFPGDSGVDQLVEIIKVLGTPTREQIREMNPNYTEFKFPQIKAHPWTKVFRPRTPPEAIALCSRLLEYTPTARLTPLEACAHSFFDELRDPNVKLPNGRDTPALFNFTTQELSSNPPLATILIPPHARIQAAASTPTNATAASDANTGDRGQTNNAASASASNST
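Test system – GST-tagged human GSK3beta kinase, cell-free · Incubation – 60 min enzyme reaction, room temperature · Signal – ADP-Glo luminescence · Also added – peptide substrate and ATP at 25 µM · Controls – DMSO neutral wells and GW8510 at 20 µM as positive · Buffer or medium – Tris/MgCl2 kinase buffer · Measure – Luminescence-derived activity versus plate DMSO and GW8510 wells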
GSK3A inh – blockers of GSK3A enzyme activity – biochemical, luminescence, cell-free homogeneous, HTS, primary screen. Glycogen synthase kinase-3 alpha (Homo sapiens), P49840. GSK-3 alpha kinase, ADP-Glo luminescence, 60 min. inhibition, % at 10 µM. hit rate 0.1% among 320,000;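 in the data active = inhibition above about 50%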;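 note: GST-tagged GSK-3 alpha with peptide substrate and 25 µM ATP; 0% = DMSO neutral wells and 100% = GW8510 positive control wells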
Target sequence (P49840 whole entry, looked up): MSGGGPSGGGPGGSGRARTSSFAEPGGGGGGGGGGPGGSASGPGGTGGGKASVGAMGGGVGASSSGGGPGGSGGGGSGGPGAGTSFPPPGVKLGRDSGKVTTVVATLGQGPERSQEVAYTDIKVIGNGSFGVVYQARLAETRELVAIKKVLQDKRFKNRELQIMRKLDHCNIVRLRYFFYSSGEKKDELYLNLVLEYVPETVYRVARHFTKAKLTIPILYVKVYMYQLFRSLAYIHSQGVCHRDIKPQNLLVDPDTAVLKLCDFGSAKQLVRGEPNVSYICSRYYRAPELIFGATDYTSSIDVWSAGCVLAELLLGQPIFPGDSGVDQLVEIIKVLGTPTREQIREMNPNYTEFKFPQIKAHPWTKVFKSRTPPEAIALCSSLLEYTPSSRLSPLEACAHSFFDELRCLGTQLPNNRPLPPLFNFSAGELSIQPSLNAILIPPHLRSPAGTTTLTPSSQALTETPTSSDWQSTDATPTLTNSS
HSP90 inh – HSP90 inhibitors, primary screen, cell lysate, luminescence. Rabbit reticulocyte lysate, luciferase refolding luminescence, 3 h. Heat shock protein HSP 90 (rabbit reticulocyte lysate; luciferase refolding). inhibition, % at 5.6 µM. hit rate 0.91% among 290,000. AID 1789, 2009;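 active = inhibition above the screen-wide mean plus 3 SD, computed separately per campaign, cut at about 16% in these data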;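 note: 0% = DMSO wells and 100% = 60 µM geldanamycin wells; inhibitors lower the luminescence because luciferase stays unfolded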
DYRK1A inh – rat Dyrk1A kinase inhibitors, primary screen, biochemical, single point, plate reader | Dual specificity tyrosine-phosphorylation-regulated kinase 1A (Rattus norvegicus), Q63470 | ADP-Glo luminescence, NFATc1 peptide | inhibition, % at 12.5 µM | hit rate 0.43% among 310,000 | AID 504441, 2011; in the data active = inhibition above about 50%;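 note: plate controls were vehicle with enzyme for no effect and no enzyme for full effect; many of its hits are not listed in these tables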
HSF1 activator – HSF-1 activators, primary screen, NIH3T3-HGL cells, MG132 stress, luminescence, single point; activation, % at 9 µM; hit rate 1.7% among 300,000; NIH3T3-HGL HSF-1 luciferase reporter, 8 h; 100% = twice DMSO control signal;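 active = mean replicate activation of at least 50% with a set share of replicates each reaching 50%; inconclusive = only one of those two conditions met; inactive = mean below 50% and too few replicates reaching it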;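 note: 0% = median of the neutral control wells and 100% = twice that signal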
* hit, by the source's call; ? = inconclusive; . = not tested or not shown.

SMILES,aSyn 5UTR inh,DYRK1A inh,GSK3beta inhib,IEC-6 cytotox,HSP90 inh,HSF1 inhib,Platelet DG rel,KLF5 inh,HSF1 activator,GSK3A inh
Cc1cc2[nH]c(=O)c(=O)[nH]c2cc1S(=O)(=O)Nc1ccccc1F,5,12,0,0,-2,3,9,-15,-2,.
O=C1CN(C(=O)COC(=O)c2ccccc2NC(=O)c2ccco2)c2ccccc2N1,-9,20,4,-2,0,-1,-1,0,17,10
CCOCc1nnc(NC(=O)c2cc(OC)c(OC)c(OC)c2)s1,19,-6,0,-13,-4,-1,0,-17,2,-1
O=C(CC1Nc2ccccc2NC1=O)NCC1COc2ccccc2O1 (stereo unspecified),3,-2,1,4,3,0,8,-13,2,-2
COCCCNC(=O)CN(c1cc(Cl)cc(Cl)c1)S(C)(=O)=O,1,.,1,3,3,2,-2,-34,30,-1
O=C(c1cccc(Cl)c1)N1CCN(Cc2ccccc2)CC1,11,.,-1,-8,-2,-2,17,-29,-4,0
COC(=O)c1ccc(NC(=O)CSC2=NCCN2)cc1,-13,1,-24,3,1,-7,6,-59,-12,-3
CSc1ccc(Cl)c(C(=O)NCCCn2ccnc2)c1,4,-3,0,-1,-1,-6,10,-36,0,-2
CCCOC(=O)C(C)Sc1n[nH]c(=O)[nH]c1=O (stereo unspecified),-12,-3,-6,5,0,-3,1,-20,8,-3
O=C1N/C(=N\S(=O)(=O)c2ccccc2)S/C1=C\c1cc([N+](=O)[O-])ccc1O,8,10,5,-4,54*,-6,-4,-51,7,-5
NS(=O)(=O)c1ccc(CCNC(=O)C2CCN(S(=O)(=O)c3cnc[nH]3)CC2)cc1,-13,6,-1,2,0,-2,-4,-13,-16,-2
CCOC(=O)/C=C/C(=O)OCC(=O)Nc1ccc(Cl)cn1,-1,-2,2,2,8,8,-4,-32,9,-1

An excerpt of these results, with values under each structure:
Value order: aSyn 5UTR inh	DYRK1A inh	GSK3beta inhib	IEC-6 cytotox	HSP90 inh	HSF1 inhib	Platelet DG rel	KLF5 inh	HSF1 activator	GSK3A inh
O=C(c1cccc(Cl)c1)N1CCN(Cc2ccccc2)CC1
  11	.	-1	-8	-2	-2	17	-29	-4	0
COC(=O)c1ccc(NC(=O)CSC2=NCCN2)cc1
  -13	1	-24	3	1	-7	6	-59	-12	-3
CSc1ccc(Cl)c(C(=O)NCCCn2ccnc2)c1
  4	-3	0	-1	-1	-6	10	-36	0	-2
CCCOC(=O)C(C)Sc1n[nH]c(=O)[nH]c1=O (stereo unspecified)
  -12	-3	-6	5	0	-3	1	-20	8	-3
O=C1N/C(=N\S(=O)(=O)c2ccccc2)S/C1=C\c1cc([N+](=O)[O-])ccc1O
  8	10	5	-4	54*	-6	-4	-51	7	-5
NS(=O)(=O)c1ccc(CCNC(=O)C2CCN(S(=O)(=O)c3cnc[nH]3)CC2)cc1
  -13	6	-1	2	0	-2	-4	-13	-16	-2
CCOC(=O)/C=C/C(=O)OCC(=O)Nc1ccc(Cl)cn1
  -1	-2	2	2	8	8	-4	-32	9	-1

Additional records follow:
SMILES,aSyn 5UTR inh,DYRK1A inh,GSK3beta inhib,IEC-6 cytotox,HSP90 inh,HSF1 inhib,Platelet DG rel,KLF5 inh,HSF1 activator,GSK3A inh
O=C1N/C(=C/c2ccc(N3CCOCC3)cc2)C(=O)N1Cc1ccc(F)cc1,27,5,-2,-2,6,8,-5,4,3,8
Cc1ccc(C)c(SCC(=O)NCC(c2ccco2)N2CCCCC2)c1 (stereo unspecified),-4,6,0,.,.,4,.,.,-15,-2
CN1C(=O)C(C)(C)c2cc(S(=O)(=O)N3CCN(c4ccccc4)CC3)ccc21,10,1,-2,1,-1,-1,2,-8,1,4
CCn1c(SCC(=O)c2ccc3c(c2)Cc2ccccc2-3)nnc1-c1ccc(N)cc1,-6,5,4,-5,1,-2,-1,-22,17,-3
CSc1ncc(-c2ccccc2)cn1,-37,-1,2,3,-2,2,-3,-16,6,-2
O=C(Cc1cccc2ccccc12)Nc1ccccc1Br,13,0,-1,-12,0,-4,7,-13,2,-1
NS(=O)(=O)c1ccc(NC(=O)CN2C(=O)C3C4C=CC(C4)C3C2=O)cc1 (stereo unspecified),-3,-2,-1,2,-1,-5,10,-21,-12,-6
O=C(O)c1ccc(-c2ccco2)n1Cc1ccccc1,-6,8,1,-8,0,6,5,8,9,.
O=C(CSc1nnc2ccccn12)NC(=O)NC1CCCC1,10,.,1,-1,0,-3,1,-22,18,-1
OCCCCNCc1cc(Br)ccc1OCc1ccccc1F,-9,0,-1,0,0,3,0,-20,5,-1
O=C(CSc1ccc(-c2ccccc2)nn1)NCc1ccco1,-10,2,5,0,1,0,2,-27,9,-6
CC(C)Nc1nc(NC(C)C)nc(N(C)N)n1,-21,3,5,0,0,-7,-5,9,1,-3
O=C(C[n+]1cccc(CNC(=O)c2ccc(OC(F)F)cc2)c1)Nc1ccc(SC(F)F)cc1,-42,-1,-1,0,4,-1,-1,-12,-8,9
O=C(Nc1c2c(nn1-c1ccccc1)CS(=O)(=O)C2)C1CCCC1,12,-4,3,-2,1,-2,2,-29,3,-2
Nc1ccc(Br)c2c1C(=O)c1ccccc1C2=O,5,.,0,4,-2,-1,-4,-13,-6,-1
Cc1nc2ccccc2c2c1C(=O)N(C1CCCCCCC1)C2=O,21,-3,-4,-4,6,-6,-5,-27,2,0
CC1CCc2c(sc3nn[nH]c(=O)c23)C1 (stereo unspecified),-29,31,-28,-7,0,-2,0,-11,-21,52*
COc1cc(NC(=S)NCCCN(C)C)c(OC)cc1NC(=O)c1ccco1,3,-1,2,9,1,-1,-3,-7,-3,1
CC1CN(S(=O)(=O)c2cccc(C(=O)Nc3ccc(S(=O)(=O)NC4=NCCCCC4)cc3)c2)CC(C)O1 (stereo unspecified),3,5,2,.,.,-3,-6,.,-7,0
O=C(CNc1cccc(S(=O)(=O)N2CCCC2)c1)Nc1ccc(F)cc1F,8,3,-1,.,.,0,-6,.,16,-2
CCc1nn2c(=O)c(S(=O)(=O)Nc3cccc(F)c3)c(C)nc2s1,-7,-4,-2,1,0,?,-2,-1,-60,3
CCOc1ccc(NC(=S)N2CCC(NC(=O)c3ccco3)CC2)cc1,3,-7,.,7,1,-11,-1,-11,13,-1
COc1ccc(C)cc1N(C(=O)c1snc(C(N)=O)c1N)C(C(=O)NC1CCCC1)c1ccc(F)cc1 (stereo unspecified),28,0,-1,4,0,10,0,5,27,-1
CC(=O)c1c(C)nn(C(C)CC(=O)O)c1C (stereo unspecified),-12,-3,-12,-6,0,-5,2,-29,-7,-2
COc1cccc(NC(=O)CN(c2ccc([N+](=O)[O-])cc2)S(=O)(=O)c2ccccc2)c1,16,1,-1,4,-5,-2,0,1,2,1
COc1ccccc1C1=Nc2cccc3cccc(c23)N1,-62,-4,2,11,6,29,11,11,47,-2
Cc1cc(NC(=O)Cn2ccc([N+](=O)[O-])n2)no1,21,-1,-2,-2,-1,-52*,-2,7,-62,3
Cc1cccc(NC(=O)CNC(=O)COC(=O)CCS(=O)(=O)c2ccccc2)c1C,0,4,2,7,1,-2,25,-4,-11,-1
O=C1c2ccccc2C(=O)N1CC(O)COc1ccc(Br)cc1 (stereo unspecified),-7,15,1,2,-2,25,2,-37,?,-5
CSc1ccccc1NC(=O)C(C)N1C(=O)c2ccccc2S1(=O)=O (stereo unspecified),4,-5,6,.,.,-2,-1,.,-5,-3
CCOc1ncccc1C(=O)OCC(=O)c1ccccc1,7,0,-2,0,-3,-4,12,-35,0,-1
COc1ccc(-c2cnc3c(-c4ccc(F)cc4)cnn3c2N)cc1,-241,-3,0,2,6,12,-6,-156,33,0
O=C(NCc1ccccc1)c1cc2nc(C3CC3)cc(C(F)(F)F)n2n1,15,2,-7,0,0,-9,-3,7,-11,2
Cc1ccc(/C=N/NC(=O)C(C)NC(=O)c2ccccc2)cc1 (stereo unspecified),18,1,-4,-10,-1,.,1,-18,.,2
CCOC(=O)N1CCN(CC(=O)Nc2nnc(C(F)(F)F)s2)CC1,-15,1,0,6,-2,-8,1,-5,-13,-2
CCCN(CCC)C(=O)Cn1c(=O)n(CCCCCC(=O)Nc2ccccc2)c(=O)c2sccc21,4,-2,0,-1,2,0,-13,-2,11,-1
COc1ccccc1N=CC1=C(O)CC(c2ccccc2)CC1=O (stereo unspecified),-5,-3,1,-2,-2,.,14,16,.,-1
COc1ccccc1NCCC(=O)OCC(=O)NCc1ccco1,-20,-6,1,-6,3,5,0,-9,3,0
COc1ccc(NC(=O)CNc2cc(S(=O)(=O)N3CCOCC3)ccc2NCC2CCCO2)cc1 (stereo unspecified),27,3,2,0,0,7,-1,-22,-8,-4
Cc1ccc(CNC(=O)C(Cc2ccccc2)NS(=O)(=O)c2ccc3c(c2)CCC(=O)N3)cc1 (stereo unspecified),23,4,1,4,1,0,-4,-7,12,-4
COc1ccc(C)cc1S(=O)(=O)N(CC(=O)N1CCOCC1)c1cc(C)cc(C)c1,12,-5,-3,1,0,2,-10,-19,6,-1
CSC1=NCCN1C(=O)c1c(-c2c(F)cccc2Cl)noc1C,-14,-2,-1,-3,-2,-2,4,-4,-6,1

Among those listed so far, these contain a thiophene ring, fused or not.
SMILES,aSyn 5UTR inh,DYRK1A inh,GSK3beta inhib,IEC-6 cytotox,HSP90 inh,HSF1 inhib,Platelet DG rel,KLF5 inh,HSF1 activator,GSK3A inh
CC1CCc2c(sc3nn[nH]c(=O)c23)C1 (stereo unspecified),-29,31,-28,-7,0,-2,0,-11,-21,52*
CCCN(CCC)C(=O)Cn1c(=O)n(CCCCCC(=O)Nc2ccccc2)c(=O)c2sccc21,4,-2,0,-1,2,0,-13,-2,11,-1

Only part of the results is shown. The share of hits here may be higher or lower than overall.
